Screens (PubChem)
Coupling enz = counter-screen for Giardia aldolase inhibitors: coupling enzyme system; coupling enzyme system counterscreen, AmpLite Red fluorescence; activity change, negative = inhibition, % at 58.2 µM, hits read low; 0.67% of 290,000 active; in the data active = activity change below about -30%; also: % is scaled to controls: 0 for no effect and ±100 for the full control effect
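Counterscreen of the coupled detection system alone, without aldolase: glyceraldehyde-3-phosphate coupling enzymes plus AmpLite Red readout. Compounds at 57.5 uM final, 10 min RT preincubation, 20 min RT reaction, fluorescence 525/598 nm.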
Menin MLL FP TR = menin-MLL binding inhibition, Texas Red mutant peptide. Menin + Texas Red MLL mutant peptide, fluorescence polarization. Potency, µM (series often up to 61.6 µM), inactives show at the top dose FP activity change, negative = inhibition, hits mostly inhibitors. 0.23% of 270,000 active. AID 1768; active = well fitted inhibition curve with a large enough effect in the polarisation, with a control signal flat, not every such curve was filed as active; inconclusive = small, poorly fitted or top-dose-only effect, or effect the other way, or a change in a side signal; inactive = no such curve, though single readings can be large or run the other way; the % refers to the polarisation; also: potency is read from the fitted curve at half-maximal effect; % of control where 0% means no effect; many of its hits are not listed in these tables
Tb PFK block = T. brucei PFK enzyme inhibition; O15648; T. brucei PFK, ADP-Glo luminescence; Potency, µM (top dose mostly 57.5 µM), for the others: top-dose activity, negative = inhibition, hits mostly inhibitors; 0.17% of 330,000 active;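 also: potency is read from the fitted curve at half-maximal effect; 0% = uninhibited 1x PFK enzyme wells and -100% = no-enzyme wells; nearly all actives have a fitted effect of over 60% in size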
Target sequence (O15648 whole entry, looked up): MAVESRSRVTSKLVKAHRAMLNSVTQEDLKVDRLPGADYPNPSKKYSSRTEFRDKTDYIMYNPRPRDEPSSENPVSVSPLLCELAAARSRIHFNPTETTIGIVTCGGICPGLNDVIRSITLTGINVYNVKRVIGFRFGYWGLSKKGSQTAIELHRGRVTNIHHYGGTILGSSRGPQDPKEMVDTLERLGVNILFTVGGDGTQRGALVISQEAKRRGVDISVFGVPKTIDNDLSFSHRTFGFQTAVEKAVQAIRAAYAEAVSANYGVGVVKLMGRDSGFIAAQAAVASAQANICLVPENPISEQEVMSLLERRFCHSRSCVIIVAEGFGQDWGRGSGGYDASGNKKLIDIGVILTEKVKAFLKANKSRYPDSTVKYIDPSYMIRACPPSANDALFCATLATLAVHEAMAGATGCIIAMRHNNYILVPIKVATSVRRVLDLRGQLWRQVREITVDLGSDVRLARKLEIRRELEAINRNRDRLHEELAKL
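1.25 nM PFK with 0.5 mM F6P and 0.1 mM ATP in 0.1 M TEA pH 8.0, 5 mM MgCl2, incubated 45 min at room temperature; ADP measured by ADP-Glo luminescence; compounds titrated up to 57 uM.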
Chronic BCR inh = blocks chronic active B-cell receptor signaling; Potency, µM (titrated, usually from 46.1 µM), inactives show top-dose ratio change, negative = lower green/red ratio, most hits filed as inhibitors; 0.05% of 340,000 active; AID 493014; ABC-DLBCL IkBa-CBG/CBR reporter, luminescence ratio, 4 h; active = well fitted inhibition curve with a large enough effect in the signal ratio, with a control signal flat, not every such curve was filed as active; inconclusive = small, poorly fitted or top-dose-only effect, or effect the other way, or a change in a side signal; the % refers to the signal ratio;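 also: potency is read from the fitted curve at half-maximal effect; plate controls were basal doxycycline-induced cells for no effect and cells given 10 µM MG132 for full effect; MG132 reads +100%, hits lower the ratio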
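Compounds up to 46 uM were incubated four hours with TMD8 cells whose green CBG68 luciferase is fused to IkappaBalpha; red CBR luminescence normalised the signal, and concentration-effect curves were fitted to fusion, red and ratio data.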
PKM2 act = PKM2 (human) enzyme activation; Potency, µM (titrated, usually from 57.5 µM), for the others: at the top dose activation, hits mostly activators; 0.34% of 260,000 active; purified PKM2, Kinase-Glo ATP luminescence, activation; response scale: 0% is enzyme alone, no compound; also: potency is read from the fitted curve at half-maximal effect; % is scaled to controls: 0 for no effect and ±100 for the full control effect; nearly all actives have a fitted effect of over 55% in size
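hPK-M2, >95% pure; 0.1 mM ADP / 0.5 mM PEP final; imidazole pH7.2 buffer w/ 7 mM MgCl2, 50 mM KCl; 1 h RT; Kinase-Glo lum. Intermediate enzyme activity for dual inhibitor/activator qHTS.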
S-ASM inh = blocks human secretory acid sphingomyelinase | placental ASM, HMU-PC fluorogenic substrate, 60 min | P17405 | 0.006% of 340,000 active | AID 504937 | Potency, µM (series often up to 57.5 µM), for inactives: at the highest dose activity change, negative = inhibition, most hits filed as inhibitors; also: potency is read from the fitted curve at half-maximal effect
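HMU-PC0 cleavage (9 uM final) by human placental ASM, 60 min at 37 °C following 10 min compound exposure at RT; stopped at pH 10, fluorescence Ex 386/Em 447 nm.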
PTAP TSG101 blk = blocks PTAP/TSG101 interaction to inhibit HIV-1 budding; Q99816; Fluorescence polarization, FITC-PTAP peptide / Tsg101 binding; Potency, µM (doses to about 115 µM), inactives show at the top dose activity change, negative = inhibition, hits mostly inhibitors; 340,000 tested, under 10 active; active = well fitted inhibition curve with a large enough effect in the main read-out, with a control signal flat, not every such curve was filed as active; inconclusive = small, poorly fitted or top-dose-only effect, or effect the other way, or a change in a side signal; inactive = no such curve, though single readings can be large or run the other way; also: potency is read from the fitted curve at half-maximal effect; % of control where 0% means no effect
Target sequence (Q99816 whole entry, looked up): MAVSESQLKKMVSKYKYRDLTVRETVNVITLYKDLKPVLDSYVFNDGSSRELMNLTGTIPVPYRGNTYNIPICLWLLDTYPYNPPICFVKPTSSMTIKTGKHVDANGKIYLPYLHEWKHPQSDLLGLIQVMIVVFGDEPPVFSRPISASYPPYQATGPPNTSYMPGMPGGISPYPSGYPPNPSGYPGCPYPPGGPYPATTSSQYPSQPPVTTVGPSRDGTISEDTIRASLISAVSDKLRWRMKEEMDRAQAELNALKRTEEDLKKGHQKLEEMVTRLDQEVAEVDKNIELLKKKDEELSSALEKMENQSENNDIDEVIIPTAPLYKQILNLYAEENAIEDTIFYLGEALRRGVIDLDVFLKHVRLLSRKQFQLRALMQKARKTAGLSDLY
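Compounds were pin-transferred onto Tsg101 binding domain (10 uM final) in HEPES pH 7.5 buffer, then FITC-PTAP peptide was added at 50 nM final. After 20 min at RT, polarization reported peptide displacement across a qHTS concentration series.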
Giardia killer = Giardia lamblia killing; 0.15% of 340,000 active; activity change, % at 7.66 µM, hits read low; Giardia lamblia trophozoite viability; in the data active = activity change below about -80%; inconclusive = between about -30% and that limit;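 also: parasites exposed to compound for two days anaerobically before the ATP read; % is scaled to controls: 0 for no effect and ±100 for the full control effect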
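Luminescence from cellular ATP indicates surviving trophozoites (100 cells/well) following 48 hrs anaerobic compound treatment at 37 deg C; signal develops 15-30 min at room temperature.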
a7 integrin act = activators of alpha7 integrin expression for muscular dystrophy; alpha7betagal myoblasts, beta-gal FDG fluorescence, 48 h; Potency, µM (top dose mostly 38.3 µM), without a hit: top-dose activation, hits mostly activators; 0.064% of 350,000 active; AID 624291;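 also: potency is read from the fitted curve at half-maximal effect; 100% = response of the positive control SU9516; nearly all actives have a fitted effect of over 60% in size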
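alpha7betagal+/- myoblasts (passage 13, 250/well) treated 48 h at 37C with compounds at 1:260 dilution of DMSO stock. Lysed, then beta-galactosidase activity read as FDG fluorescence (ex 480/em 540) after 30 min, with pre-read for autofluorescence.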
GALK inhibitor = blocks human galactokinase activity. P51570. Purified GALK, Kinase-Glo residual ATP luminescence. Potency, µM (series often up to 57.5 µM), without a hit: top-dose activity change, negative = inhibition, usual class: inhibitors. 0.007% of 270,000 active. AID 1868; also: potency is read from the fitted curve at half-maximal effect; % is scaled to controls: 0 for no effect and ±100 for the full control effect
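Quantitative HTS: GALK 5 nM, ATP 35 uM, galactose 100 uM, 1 h room temperature, then luciferase-based ATP detection.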
B2AR arrestin = beta2AR (human) beta-arrestin recruitment activity | 0.02% of 330,000 active | Potency, µM (highest dose often 46.1 µM), for inactives: top-dose activation, most hits filed as activators | P07550 | beta-arrestin recruitment to beta2AR, cell-based reporter;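 also: potency is read from the fitted curve at half-maximal effect; 0% = DMSO controls and full agonism = EC100 isoproterenol or metaproterenol; nearly all actives have a fitted effect of over 65% in size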
Numbers without * were called inactive; ? = inconclusive; · = not tested or not shown; [ ] = another dose, or the depositor's remark. Unless noted, calls follow the shape of the dose curve; as a rule, active = well fitted curve in the direction sought with a large enough effect; inconclusive = small, poorly fitted or top-dose-only effect, or another doubt; inactive = no such curve, though single readings can be large; an effect the other way counts as inactive or inconclusive.

canonical_smiles	Coupling enz	Menin MLL FP TR	Tb PFK block	Chronic BCR inh	PKM2 act	S-ASM inh	PTAP TSG101 blk	Giardia killer	a7 integrin act	GALK inhibitor	B2AR arrestin
CCC1CCCCN1CCCNC(=O)CNC(=O)Cn1ccc2ccccc2c1=O (stereo not given)	1	0%	-3%	0%	2%	4%	-4%	7	9%	1%	0.3%
CC(C)CCNC(=O)NC(=O)COC(=O)/C=C/c1cccc([N+](=O)[O-])c1	-5	1%	-10%	0%	3%	0%	-1%	25	-18%	12%	0.1%
c1ccc2[nH]c(SCc3cscn3)nc2c1	-1	18%	-4%	?	-2%	4%	-2%	-12	16%	0%	-0.2%
CN1C(=S)NC(C)(C)CC1(C)c1ccc(O)cc1O (stereo not given)	0	-2%	-2%	-2%	2%	2%	-5%	1	-15%	4%	-0.8%
COc1ccc(CN(C)CC(O)COC(c2ccccc2)c2ccccc2)c(OC)c1OC (stereo not given)	1	-24%	-2%	?	-6%	-5%	0%	27	-64%[inhibitor]	16%	-1.0%
Cc1ccc(N2C(N)=C(C#N)C(c3cccnc3)C3=C2CC(C)(C)CC3=O)cc1 (stereo not given)	1	24%	0%	?	8%	0%	-1%	-9	3%	0%	0.1%
Cc1ccc(C(=O)OCc2nnc(-c3ccccc3)o2)s1	·	·	1%	?	·	5%	-5%	2	-21%	·	-1.0%
Cc1ccc(S(=O)(=O)Nc2ccc(S(=O)(=O)N3CCCC3)cc2)cc1	7	17%	5%	0%	12%	2%	-5%	14	28%	3%	-0.9%
CC(C)Oc1cccc(-c2cc(C(=O)N3CCN(c4ncccn4)CC3)c3ccccc3n2)c1	-3	5%	-2%	?	4%	·	·	·	·	2%	0.0%
CCC1CCCCN1C(=O)COC(=O)c1ccc(S(=O)(=O)N2CCOCC2)cc1 (stereo not given)	3	-13%	-6%	0%	0%	-1%	1%	3	-5%	1%	0.3%
COC(=O)c1ccc(-c2nc3cc(Cl)c(N)cc3s2)cc1	-32*	-3%	-2%	?	2%	450%[activator]	1%	?	36%	3%	0.1%
Cc1ccc(-c2cc(C(=O)OC3CCOC3=O)c3ccccc3n2)c(C)c1 (stereo not given)	-1	13%	-1%	7%	-2%	-7%	-5%	21	20%	0%	-0.5%
COc1ccccc1N1CCN(C(c2cccs2)C(C)NC(=O)c2ccncc2)CC1 (stereo not given)	2	·	6%	-1%	4%	0%	3%	-9	10%	1%	-0.6%
CCOC(=O)c1ccc(S(=O)(=O)N2CCN(C(=O)c3nn(C)c(=O)c4ccccc34)CC2)cc1	3	-10%	-4%	-7%	-1%	-3%	0%	9	16%	0%	-1.0%
Cc1cc(-c2ccc(S(=O)(=O)N3CCN(c4ccc(F)cc4)CC3)s2)on1	·	·	3%	0%	·	1%	-1%	8	?	-9%	0.3%
O=C(O)CC(NC(=O)Cc1ccc(Cl)cc1)c1ccco1 (stereo not given)	5	-6%	-8%	10%	0%	3%	2%	1	1%	3%	0.3%
Cc1cc(=O)oc2cc(OCC(=O)OCC(=O)N3CCc4ccccc43)ccc12	3	5%	-5%	-4%	-4%	-2%	-3%	5	-3%	0%	0.0%
COc1ccccc1-n1nnnc1SCC(=O)Nc1ccccc1	3	?	-3%	-1%	0%	-1%	1%	13	6%	0%	-0.1%
COc1ccc(CCn2c(Br)nc3c2c(=O)[nH]c(=O)n3C)cc1	5	-11%	-6%	-3%	-3%	-1%	-5%	10	-15%	-1%	-0.4%
Cc1ccc(CNC(=O)c2nnc(Cc3ccc(Cl)cc3)o2)cc1	4	·	1%	-13%	-3%	0%	-3%	8	?	3%	0.3%
COc1ccc(OCC(=O)N/N=C/c2cccn2-c2cccc(C(=O)O)c2)cc1	·	·	-3%	2%	·	-1%	-5%	3	-9%	·	-0.2%
O=C(Cn1c(=O)c(=O)n(Cc2ccccc2)c2ccc(Cl)cc21)Nc1cc(F)ccc1F	0	?	-3%	-1%	3%	·	·	·	·	0%	0.3%
O=C1CC(c2ccccc2F)c2c(c3ccccc3[nH]c2=O)O1 (stereo not given)	7	·	-14%	0%	1%	-1%	-4%	5	0%	-1%	-0.3%
Cc1ccc(OCCSc2nnc(-c3cccs3)n2C)cc1	1	-29%	2%	-13%	4%	0%	-5%	7	7%	0%	-0.1%
Cc1ccc(C(C)NC(=O)C23CC4CC(CC(C4)C2)C3)cc1 (stereo not given)	4	-22%	-5%	0%	-4%	-3%	1%	10	-19%	6%	0.0%
COc1cccc(N2CC(NC(=O)C(=O)c3c(C)[nH]c4ccccc34)CC2=O)c1 (stereo not given)	·	·	0%	1%	·	-2%	-2%	22	-6%	·	0.3%
COC(=O)c1c(-c2cccnc2)csc1NC(=O)c1ccc2c(c1)OCO2	-3	13%	-4%	-1%	3%	3%	-1%	-6	-16%	4%	3.9%
CCCCNC(=O)CS(=O)Cc1nc(-c2cccc(Cl)c2)oc1C (stereo not given)	-4	-9%	0%	2%	-1%	-1%	-3%	-10	12%	0%	0.5%
CCOC(=O)Nc1ccc2c(c1)N(C(=O)CCN1CCN(CCO)CC1)c1ccccc1CC2	2	·	-2%	18%	2%	3%	-11%	21	-17%	0%	0.2%
O=C(NCc1cccs1)c1nc2c(nnn2Cc2ccc(F)cc2)c(=O)[nH]1	9	12%	-4%	6%	3%	-1%	·	-10	8%	-2%	0.0%
CC(=O)N/C(=C\c1ccccc1)C(=O)OCC(=O)NC1CCS(=O)(=O)C1 (stereo not given)	·	·	-3%	2%	·	3%	1%	-20	-42%	·	0.2%
CC(C)(C)CC(C)(C)NC(=O)CSCC(=O)Nc1ccc2ccccc2c1	-1	0%	3%	13%	-6%	-17%	-5%	-9	-3%	-3%	-0.3%
NC(=O)C1(N2CCCCC2)CCN(C(=O)c2ccc(-n3cnnn3)cc2)CC1	2	8%	-1%	0%	-2%	6%	1%	2	-3%	0%	-1.7%
O=C(c1cccs1)N1CCN(Cc2ccc3c(c2)OCO3)CC1	-2	-26%	-1%	?	-2%	-2%	0%	11	1%	-3%	0.2%
CC1CCCCC1NC(=O)CCCc1nc2ccccc2c(=O)[nH]1 (stereo not given)	3	4%	-5%	?	0%	0%	0%	2	-9%	0%	0.0%
O=C(OCc1cccc([N+](=O)[O-])c1)c1ccc[nH]c1=O	0	-1%	7.6µM*	1%	-1%	2%	-4%	-12	5%	11%	-0.3%
Cc1ccc(-c2noc(CSc3nnnn3-c3ccccc3)n2)cc1	-10	-18%	-4%	-1%	3%	-13%	0%	-8	-1%	5%	0.5%
CC(=O)C1=C(O)C(=O)N(Cc2cccnc2)C1c1ccc(Cl)cc1 (stereo not given)	12	-13%	-2%	5%	-13%	5%	-8%	-2	12%	0%	-0.9%
O=c1c2ccccc2nc2c3ccccc3c(NCCO)nn12	1	?	-1%	17%	0%	418%[activator]	-3%	-9	2%	8%	0.0%
CCCN1Cc2cccc(C(=O)Nc3cc(OC)cc(OC)c3)c2C1=O	0	-25%	-6%	10%	-3%	-2%	-5%	3	21%	7%	-0.1%
CC(NC(=S)Nc1ccc([N+](=O)[O-])cc1)c1ccncc1 (stereo not given)	-1	?	0%	-4%	-1%	1%	-1%	-19	-10%	-3%	-0.9%
CC(Oc1ccc(Cl)cc1)C(=O)OCC(=O)Nc1ncc(Cl)cc1Cl (stereo not given)	1	·	-3%	9%	0%	-4%	-6%	-12	15%	0%	-0.1%
O=C(Nc1nc(-c2cccs2)cs1)c1ccc(S(=O)(=O)N2CCCC2)cc1	0	-27%	4%	?	0%	?	-4%	-9	-13%	0%	-0.7%
Cn1ncc(N=Cc2ccccc2O)c1C(=O)Nc1ccccc1	8	2%	-3%	4%	-5%	-6%	-3%	18	-4%	-5%	-0.2%
COc1ccc(Br)cc1C1Nc2cccc3cccc(c23)N1	-8	?	?	?	-1%	-6%	-5%	-6	-12%	6%	2.2%
CCC(NC(=O)CCc1ccccc1)c1ccccc1 (stereo not given)	1	-11%	2%	6%	3%	0%	1%	-18	-9%	5%	-0.3%

Some of the compounds tested; count on the stated rates, not on these rows.
